Eya2 inh – qHTS Assay for Inhibitors of the Phosphatase Activity of Eya2. Protein phosphatase EYA2 (Homo sapiens), O00167. recombinant Eya2, OMFP fluorescence dephosphorylation (OMFP is methylfluorescein phosphate). Potency, µM (series often up to 76.9 µM), for inactives: at the top dose activity, negative = inhibition, actives largely listed as inhibitors. 330,000 tested, 0.006% active. AID 488837, 2010; also: potency is read from the fitted curve at half-maximal effect; % is scaled to controls: 0 for no effect and ±100 for the full control effect
Target sequence (O00167 whole entry, looked up): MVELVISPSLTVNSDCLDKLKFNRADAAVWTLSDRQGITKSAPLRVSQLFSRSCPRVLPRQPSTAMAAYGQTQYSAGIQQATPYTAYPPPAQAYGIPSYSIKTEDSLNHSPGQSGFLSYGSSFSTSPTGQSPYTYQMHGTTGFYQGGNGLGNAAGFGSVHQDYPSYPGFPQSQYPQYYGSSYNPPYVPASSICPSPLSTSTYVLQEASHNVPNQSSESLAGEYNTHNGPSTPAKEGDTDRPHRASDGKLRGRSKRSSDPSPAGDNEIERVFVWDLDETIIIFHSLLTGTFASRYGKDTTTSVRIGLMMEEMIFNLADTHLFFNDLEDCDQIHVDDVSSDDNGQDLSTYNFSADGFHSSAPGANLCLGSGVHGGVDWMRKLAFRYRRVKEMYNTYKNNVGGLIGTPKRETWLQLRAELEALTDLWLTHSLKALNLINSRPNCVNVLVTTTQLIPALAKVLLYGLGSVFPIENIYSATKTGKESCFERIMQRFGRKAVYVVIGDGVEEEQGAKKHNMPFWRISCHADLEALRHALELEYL
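Eya2 protein (added as 0.2 uM solution) was preincubated with compound for 10 min at ambient temperature in 50 mM HEPES pH 7.5, 50 mM NaCl, 5 uM MgCl2, 0.05% BSA, 1 mM DTT. OMFP (added at 50 uM) then reacted 10 min; fluorescence read at 485/525 nm.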
TSG101-PTAP inh – qHTS Assay for Iinhibitors of HIV-1 Budding by Blocking the Interaction of PTAP/TSG101; 340,000 tested, under 10 active; Tumor susceptibility gene 101 protein (Homo sapiens), Q99816; Fluorescence polarization, FITC-PTAP peptide / Tsg101 binding; Potency, µM (series often up to 115 µM), for the others: at the highest dose activity change, negative = inhibition, hits mostly inhibitors; active = well fitted inhibition curve with a large enough effect in the main read-out, with a control signal flat, not every such curve was filed as active; inconclusive = small, poorly fitted or top-dose-only effect, or effect the other way, or a change in a side signal; inactive = no such curve, though single readings can be large or run the other way; also: potency is read from the fitted curve at half-maximal effect; % of control where 0% means no effect
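Tsg101 binding domain (10 uM final) was mixed with compound and a FITC-labeled PTAP peptide (50 nM final) in HEPES pH 7.5 buffer with NaCl, Tween 20, EDTA and TCEP; fluorescence polarization was read after 20 min at r.t.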
Mito fusion yeast – qHTS Assay for Small Molecule Inhibitors of Mitochondrial Division or Activators of Mitochondrial Fusion; S. cerevisiae fusion-defective mutant growth rescue, CellTiterGlo 48 h; Potency, µM (titrated, usually from 46.1 µM), without a hit: top-dose growth rescue (activation), hits mostly activators; 320,000 tested, 0.23% active;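 also: potency is read from the fitted curve at half-maximal effect; % of control where 0% means no effect; nearly all actives have a fitted effect of over 45% in size; temperature-sensitive fusion mutants such as fzo1-1 at 37 °C on non-fermentable ethanol glycerol medium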
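Growth-rescue viability read-out: after 48 h at the non-permissive 37C in glycerol/ethanol YPEG, yeast mitochondrial fusion mutants are measured by CellTiterGlo luminescence; compounds (23 nl pinned per well) restoring growth score as division inhibitors or fusion activators.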
ELG1 repair inh – qHTS screen for small molecules that inhibit ELG1-dependent DNA repair in human embryonic kidney (HEK293T) cells expressing luciferase-tagged ELG1; HEK293T ELG1-luciferase reporter, luminescence, 16 h; DNA damage induced by 5-fluorouridine; Potency, µM (series often up to 46.1 µM), inactives show top-dose activity change, negative = inhibition, usual class: inhibitors; 330,000 tested, 2.3% active; also: potency is read from the fitted curve at half-maximal effect; % is scaled to controls: 0 for no effect and ±100 for the full control effect; nearly all actives have a fitted effect of over 55% in size
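Quantitative HTS, concentration-response format. 2,000 cells/well co-treated with 5-fluorouridine and compound, 16 hr in 5% CO2 at 37 °C; ONE-Glo luminescence read after 30 min.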
uPA generation – qHTS for Inhibitors of Cell Surface uPA Generation | AID 540303, 2011 | cell surface uPA generation assay, qHTS | 330,000 tested, 0.31% active | Potency, µM (highest dose often 38.3 µM), without a hit: at the top dose activity change, negative = inhibition, hits mostly inhibitors; active = well fitted inhibition curve with a large enough effect; inconclusive = small, poorly fitted or top-dose-only effect; inactive = no such curve, though single readings can be large or run the other way; tested in mouse RAW 264.7 cells; also: potency is read from the fitted curve at half-maximal effect; % is scaled to controls: 0 for no effect and ±100 for the full control effect; nearly all actives have a fitted effect of over 55% in size
TSHR antagonist – Antagonists of the Thyroid Stimulating Hormone Receptor: HTS campaign. Thyrotropin receptor (Homo sapiens), P16473. TSHR-expressing cells, TSH-stimulated cAMP HTRF, 2 h; hits give low values. activity change, negative = inhibition, % at 11.5 µM. 330,000 tested, 0.2% active. AID 504810, 2011;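 active = activity change below a set negative limit, meaning inhibition stronger than a set level, cut at about -70% in these data; inconclusive = activity change between two set negative limits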; also: % is scaled to controls: 0 for no effect and ±100 for the full control effect
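TSHR-expressing cells were treated with compounds, then stimulated with TSH at EC80 (4nM final) for 2 hours at 37 deg C. Cellular cAMP was measured by HTRF competition between lysate cAMP and cAMP-d2 for a cryptate-labelled anti-cAMP antibody.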
Tb PFK inh – qHTS Assay to Find Inhibitors of T. brucei phosphofructokinase; ATP-dependent 6-phosphofructokinase (Trypanosoma brucei brucei), O15648; T. brucei PFK, ADP-Glo luminescence; Potency, µM (doses to about 57.5 µM), without a hit: top-dose activity, negative = inhibition, usual class: inhibitors; 330,000 tested, 0.17% active; AID 485367, 2010;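 also: potency is read from the fitted curve at half-maximal effect; 0% = uninhibited 1x PFK enzyme wells and -100% = no-enzyme wells; nearly all actives have a fitted effect of over 60% in size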
Target sequence (O15648 whole entry, looked up): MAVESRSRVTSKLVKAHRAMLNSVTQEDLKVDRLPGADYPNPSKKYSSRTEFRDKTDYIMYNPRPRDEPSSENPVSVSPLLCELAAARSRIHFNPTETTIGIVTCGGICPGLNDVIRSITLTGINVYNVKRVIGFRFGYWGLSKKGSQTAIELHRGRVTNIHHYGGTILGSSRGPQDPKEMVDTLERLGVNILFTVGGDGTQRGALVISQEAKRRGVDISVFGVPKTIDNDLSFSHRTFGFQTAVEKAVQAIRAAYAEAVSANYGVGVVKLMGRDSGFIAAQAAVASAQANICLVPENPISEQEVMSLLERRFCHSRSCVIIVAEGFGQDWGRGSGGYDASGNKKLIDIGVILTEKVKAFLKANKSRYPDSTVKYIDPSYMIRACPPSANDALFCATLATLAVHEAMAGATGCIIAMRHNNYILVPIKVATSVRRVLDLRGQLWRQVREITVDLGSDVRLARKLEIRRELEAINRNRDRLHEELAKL
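Luminescent ADP detection (ADP-Glo, two-step: ATP depletion then ADP-to-ATP conversion for luciferase) reported PFK activity after 45 min room-temperature reaction of 1.25 nM enzyme with 0.5 mM F6P and 0.1 mM ATP at pH 8.0.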
BCR signal inh – qHTS Assay to Find Inhibitors of Chronic Active B-Cell Receptor Signaling. ABC-DLBCL IkBa-CBG/CBR reporter, luminescence ratio, 4 h. Potency, µM (top dose mostly 46.1 µM), inactives show top-dose ratio change, negative = lower green/red ratio, most hits filed as inhibitors. 340,000 tested, 0.05% active; active = well fitted inhibition curve with a large enough effect in the signal ratio, with a control signal flat, not every such curve was filed as active; inconclusive = small, poorly fitted or top-dose-only effect, or effect the other way, or a change in a side signal; the % refers to the signal ratio;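 also: potency is read from the fitted curve at half-maximal effect; plate controls were basal doxycycline-induced cells for no effect and cells given 10 µM MG132 for full effect; MG132 reads +100%, hits lower the ratio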
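Cell line TMD8 (human ABC DLBCL), stably expressing tet-inducible CBG68-IkBa fusion and CBR; IMDM/0.5% FBS; cpd up to 46 uM; dox induction, 4 h, 37C/5% CO2; dual luminescence; green/red ratio; MG132 control.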
TCR activator – Activators of T cell receptors: qHTS campaign | Potency, µM (series often up to 9.22 µM), for the others: at the highest dose activation of IL-2 secretion, usual class: activators | AID 504894, 2011 | primary human leukocytes, anti-CD3, IL-2 HTRF, 48 h | 330,000 tested, under 10 active; also: % of control where 0% means no effect
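Readout: HTRF IL-2, Eu-cryptate/d2 antibody pair, 320nm excitation, 665nm emission. Stimulus: a-CD3 beads, no co-stimulation. Cells: primary human leukocytes. Exposure: 48 hr with compound.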
B2AR arrestin – qHTS assay of beta-arrestin-biased ligands of beta2-adrenergic receptor | Potency, µM (series often up to 46.1 µM), inactives show at the top dose activation, most hits filed as activators | 330,000 tested, 0.02% active | AID 492947, 2010 | beta-arrestin recruitment to beta2AR, cell-based reporter;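 also: potency is read from the fitted curve at half-maximal effect; 0% = DMSO controls and full agonism = EC100 isoproterenol or metaproterenol; nearly all actives have a fitted effect of over 65% in size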
USP2a inh – qHTS Assay for Inhibitors of Ubiquitin-specific Protease USP2a Using CHOP2 as the Reporter; USP2 core, Ub-CHOP2 coupled fluorogenic reporter, 485/531; 330,000 tested, 0.01% active; AID 463254, 2010; Potency, µM (titrated, usually from 38.3 µM), for the others: top-dose activity change, negative = inhibition, hits mostly inhibitors;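 also: potency is read from the fitted curve at half-maximal effect; plate controls were DMSO wells for no effect and full inhibition by NEM control for full effect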
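Cell-free coupled assay: 10nM USP2 core preincubated 30min RT with compound in Tris-HCl pH 8.0/CaCl2/CHAPS buffer, then 25nM Ub-CHOP2 and 25nM reporter substrate; fluorescence (Ex 485/Em 531) read after 60min RT, normalized to NEM inhibition, concentration-response curves fitted.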
An asterisk follows results filed as active; ? = inconclusive; . = no result given; [ ] = another dose, or the depositor's remark. Unless noted, calls follow the shape of the dose curve; as a rule, active = well fitted curve in the direction sought with a large enough effect; inconclusive = small, poorly fitted or top-dose-only effect, or another doubt; inactive = no such curve, though single readings can be large; an effect the other way counts as inactive or inconclusive.

SMILES	Eya2 inh	TSG101-PTAP inh	Mito fusion yeast	ELG1 repair inh	uPA generation	TSHR antagonist	Tb PFK inh	BCR signal inh	TCR activator	B2AR arrestin	USP2a inh
COC(=O)[C@@H](NC(=O)O[C@@H]1C(=O)c2ccc(OC)cc2O[C@H]1c1cccc(C(F)(F)F)c1)C(C)C	-5.7%	.	7.5%	?	.	4.9	-3.9%	3.0%	.	0.0%	0.3%
O=C(O)CC(NNC(=O)c1ccccc1)C(=O)Nc1ccc([N+](=O)[O-])cc1 (configuration not stated)	-0.4%	-2.0%	3.3%	?	-5.9%	-5.6	2.5%	?	-7.0%	-0.2%	-1.0%
Cc1cc(C)c(OCCOCCN2CCN(C)CC2)c(Cl)c1	-1.3%	-1.1%	-9.5%	-3.3%	-1.5%	1.3	0.3%	2.6%	.	0.1%	-0.1%
Cc1cc(C)c2c(C)nn(C3CCCCC3)c2n1	-0.3%	-1.9%	1.3%	-0.4%	.	-19.7	1.1%	?	7.5%	0.1%	-0.6%
C/C(=N\N1CCCCC1)c1ccccc1O	2.6%	1.3%	-2.3%	-1.0%	8.1%	3.3	1.2%	-2.3%	-5.2%	-0.3%	1.4%
CCCCC1CCc2[nH]nc(C(=O)O)c2C1 (configuration not stated)	-14.7%	-3.3%	-9.3%	0.5%	1.6%	-5.4	0.0%	-5.4%	-2.8%	0.1%	2.3%
CCCCn1c(N)c(N(CCOC)C(=O)c2cccc(S(=O)(=O)N(CC)c3ccccc3)c2)c(=O)[nH]c1=O	-11.3%	0.8%	-1.5%	18.2%	0.6%	-5.7	0.0%	8.2%	-2.9%	0.2%	2.7%
CC1(C)CC(N2CCN(C(c3ccccc3)c3ccccc3)CC2)=CC(=[N+]2CCCCC2)C1	-5.0%	-8.8%	-15.6%	?	1.12µM*	-14.7	2.6%	?	4.3%	-0.1%	0.9%
O=C(Cc1cccc2ccccc12)N/N=C/C=C/c1cccc([N+](=O)[O-])c1	-6.4%	1.1%	-3.7%	-12.0%	6.8%	15.6	-3.4%	0.1%	-2.8%[46.1 µM]	-0.3%	2.1%
COc1ccc(C(C(=O)NC2CCCCC2)N(C(=O)CCCC(=O)Nc2ccccn2)c2ccc3c(c2)OCCO3)cc1 (configuration not stated)	0.1%	-2.2%	1.9%	-8.0%	-15.0%	10.4	0.8%	9.5%	-0.7%	-0.8%	1.5%
CC(NC(=O)C(NS(=O)(=O)c1cccs1)C(C)C)c1ccc(S(N)(=O)=O)cc1 (configuration not stated)	-9.8%	-7.1%	-6.1%	26.5%	10.6%	-9.9	-1.3%	-2.5%	.	-3.2%	2.5%
Cc1ccc(C)n1-c1ccc(-c2ccnc(N)n2)cc1	-13.5%	-2.3%	10.5%	?	-7.3%	-0.4	3.1%	-14.8%	0.7%	-0.1%	-12.4%
O=C(NC1CCCCC1)C(c1ccco1)N(Cc1ccco1)C(=O)c1ccco1 (configuration not stated)	17.8%[15.4 µM]	-3.9%	1.6%	-11.5%	-4.9%	-9.4	2.5%	-4.1%	.	0.0%	?
COc1ccc(-n2c(=O)c3c4c(sc3n(CC(=O)NC3CCCC3)c2=O)CCCC4)c(OC)c1	-13.0%	-1.4%	-0.8%	-1.6%	6.5%	-3.7	-4.3%	?	-2.1%	0.5%	1.5%
O=C(Nc1ccc(Cl)c(Cl)c1)Nc1nnc(CSc2ccccc2)s1	-3.1%	-2.1%	-2.0%	?	-2.7%	-2.4	-0.6%	5.0%	-7.6%[46.1 µM]	1.5%	0.8%
O=C(NC(Cc1c[nH]c2ccccc12)C(=O)O)/C(=C\c1ccccc1)NC(=O)c1ccccc1 (configuration not stated)	11.8%	-3.1%	4.1%	-0.9%	-0.4%	13.0	3.0%	-17.6%	-5.4%	-0.4%	-0.1%
COc1ccc(/C=N\NC(=O)c2ccc(F)cc2)cc1COc1ccccc1C(N)=O	8.3%	-3.8%	2.7%	8.5%	0.4%	4.0	3.4%	-5.8%	1.5%	-0.7%	0.5%
CCOC(=O)C(CCCCC(NC(C)=O)(C(=O)OCC)C(=O)OCC)(NC(C)=O)C(=O)OCC	3.6%	-1.9%	0.7%	0.0%	2.0%	-0.3	-0.2%	5.8%	0.9%	-0.4%	2.6%
O=C(CN1C(=O)NC2(CCc3ccccc32)C1=O)Nc1ccccc1Cl (configuration not stated)	15.4%	-2.1%	.	-14.3%	5.2%	.	0.0%	-1.5%	.	-1.5%	6.8%
CCN(C[C@H]1N[C@@](Cc2ccccc2)(C(=O)OC)[C@H]2C(=O)N(C)C(=O)[C@@H]12)C(=O)c1ccc(C)cc1	0.2%	1.0%	.	1.6%	?	0.4	-2.0%	-0.1%	-6.9%	-0.8%	-5.8%
COC(=O)c1ccc(COC(=O)c2ccccn2)cc1	3.3%	-3.4%	-3.8%	23.7%	8.7%	-8.9	-6.5%	?	5.8%	0.1%	2.6%
Cc1c(C(N)=O)sc2ncn(CCOc3ccccc3)c(=O)c12	6.1%	0.0%	-1.3%	?	-0.5%	-3.8	0.2%	-14.5%	-0.9%	0.1%	-2.0%
COC(=O)c1ccc2[nH]c(C3(O)CCCCC3)c(C)c2c1	-44.7%	-0.9%	.	?	7.0%	-7.5	-0.6%	2.3%	-0.4%	-0.9%	2.1%
C=CCNC(=S)NCC1COc2ccccc2O1 (configuration not stated)	2.8%	-1.0%	-7.0%	4.1%	2.0%	-1.1	2.9%	5.8%	4.1%[46.1 µM]	0.0%	4.0%
O=c1cc(NCc2ccco2)c2ccccc2o1	-26.2%	-6.1%	-2.3%	-6.4%	-3.6%	8.3	-0.3%	?	6.8%	0.2%	1.1%
CCOC(=O)Cn1c(=O)oc2cc(S(=O)(=O)NCCCc3ccccc3)ccc21	-24.7%	-0.5%	7.0%	7.2%	13.4%	-0.5	-0.2%	4.6%	8.4%	0.0%	-3.6%
COc1ccccc1/C=N/NC(=O)C(NC(=O)c1ccccc1)=C(C)C	-4.1%	-4.0%	-11.5%	17.7%	1.1%	1.5	-3.8%	?	15.4%	-0.4%	-0.9%
Cc1ccc(-c2nc(NCCCO)c3ccccc3n2)cc1	-4.1%	-3.2%	1.9%	?	-6.0%	7.7	0.3%	?	-3.1%	0.3%	1.0%
COC(=O)c1scc(C)c1NC(=O)C(Cl)c1ccccc1 (configuration not stated)	5.1%	0.3%	7.7%	-8.4%	?	4.0	-1.8%	2.5%	-9.0%	-0.5%	-1.7%
Cc1ccc([C@H]2C(C(=O)O)=CC[C@@H](c3ccc4c(c3)OCO4)N2S(=O)(=O)c2ccc(C)cc2)cc1	-6.5%	-1.8%	.	-8.6%	4.9%	12.5	0.5%	1.4%	7.0%	0.2%	-1.3%
O=C(N/N=C\c1cccnc1)c1ccc(Br)s1	-0.4%	-3.6%	0.9%	?	-2.0%	-3.1	0.0%	2.9%	0.4%	-0.6%	2.0%
Cc1cc(/C=C2\Cc3ccccc3C2=O)c(C)n1-c1ccccc1	-14.2%	-4.8%	13.2%	?	-17.2%	-2.2	1.6%	-2.0%	0.8%[46.1 µM]	2.4%	-6.4%
Cc1ccc(C(C)NC(=O)c2ccco2)cc1 (configuration not stated)	-10.8%	-4.1%	-0.6%	15.1%	.	0.1	-0.8%	0.4%	0.3%[46.1 µM]	-0.7%	-0.7%
CC(C(=O)O)N1C(=O)C2C3c4ccccc4C(c4ccccc43)[C@@H]2C1=O (some centres not stated)	-1.3%	-2.7%	3.9%	-3.1%	-2.2%	-4.6	-9.5%	6.0%	1.5%	0.4%	-0.5%

From PubChem
